Assay outcomes as filed in PubChem.
AmpC inh detg – blocks E. coli AmpC beta-lactamase in detergent assay; P00811; AmpC hydrolysis of nitrocefin, absorbance 480 nm, 0.01% Triton; Potency, µM (titrated, usually from 114 µM), for the others: at the highest dose activity change, negative = inhibition, actives largely listed as inhibitors; 0.041% of 370,000 active;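 further: potency means the concentration at half of the fitted maximal effect; 0% = no-compound wells and -100% = no-enzyme wells; nearly all actives have a fitted effect of over 25% in size; some results filed as inactive show a strong effect at the top dose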
Target sequence (P00811 whole entry, looked up): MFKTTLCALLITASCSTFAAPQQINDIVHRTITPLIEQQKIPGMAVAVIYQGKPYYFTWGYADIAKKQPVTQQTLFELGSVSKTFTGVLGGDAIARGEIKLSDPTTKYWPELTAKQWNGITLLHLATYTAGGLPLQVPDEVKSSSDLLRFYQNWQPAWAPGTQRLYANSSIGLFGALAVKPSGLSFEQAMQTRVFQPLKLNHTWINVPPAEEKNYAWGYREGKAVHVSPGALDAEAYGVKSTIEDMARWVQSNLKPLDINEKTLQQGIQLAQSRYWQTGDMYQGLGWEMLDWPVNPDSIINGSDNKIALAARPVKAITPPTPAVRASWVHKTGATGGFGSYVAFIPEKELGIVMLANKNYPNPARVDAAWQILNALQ
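20 mM phosphate pH 7.0 + 0.01% (detergent screen) or 0.0001% Triton X-100; 5.3 nM AmpC reagent; cpd preinc 15 min RT; nitrocefin (800 uM stock) to start; A480 q20 s × 4 min; Activity was normalised to no-enzyme and no-compound control wells.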
HCV inh – inhibitors of hepatitis C virus infection | 3.4% of 340,000 active | AID 651820 | Huh7.5.1 HCVcc-Cre infection, luciferase reporter, 44 h | Potency, µM (top dose mostly 41.8 µM), without a hit: top-dose activity change, negative = inhibition, actives largely listed as inhibitors; further: potency means the concentration at half of the fitted maximal effect
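Reporter virus HCVcc-Cre (~0.5 moi) infects cells exposed to compound; seeding density 1,000 cells/well with 4 h settling beforehand. Luminescence, 15 sec read, taken 44 h post-infection following a 15 min RT substrate incubation.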
LmPK inhibitor – inhibitors of Leishmania mexicana pyruvate kinase | purified LmPK, Kinase-Glo ATP luminescence, 1 h | Potency, µM (top dose mostly 57.5 µM), inactives show top-dose activity change, negative = inhibition, most hits filed as inhibitors | 0.37% of 290,000 active | AID 1721; further: potency means the concentration at half of the fitted maximal effect
Target sequence (Q27686 whole entry, looked up): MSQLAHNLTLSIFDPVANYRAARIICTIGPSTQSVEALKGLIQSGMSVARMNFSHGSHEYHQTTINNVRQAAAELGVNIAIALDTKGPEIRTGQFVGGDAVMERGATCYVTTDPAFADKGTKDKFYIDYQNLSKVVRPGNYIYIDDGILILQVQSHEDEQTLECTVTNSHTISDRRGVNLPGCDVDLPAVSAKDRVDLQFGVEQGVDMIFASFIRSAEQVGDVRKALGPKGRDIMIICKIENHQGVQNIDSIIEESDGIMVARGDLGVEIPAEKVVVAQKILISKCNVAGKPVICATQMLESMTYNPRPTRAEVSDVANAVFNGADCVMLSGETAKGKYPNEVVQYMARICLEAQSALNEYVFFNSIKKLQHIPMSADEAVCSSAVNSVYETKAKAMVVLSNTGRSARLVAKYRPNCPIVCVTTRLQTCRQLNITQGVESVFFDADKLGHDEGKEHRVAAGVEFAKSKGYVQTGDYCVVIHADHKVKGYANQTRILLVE
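0.1 nM LmPK, 0.5 mM PEP, 0.1 mM ADP; 50 mM imidazole pH 7.2, 7 mM MgCl2, 50 mM KCl; 1 h RT. Kinase-Glo luminescence readout, normalized to no-enzyme (full inhibition) and uninhibited wells.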
AmpC inh no detg – inhibitors of E. coli AmpC beta-lactamase without detergent; P00811; AmpC nitrocefin hydrolysis, absorbance 480 nm, 0.0001% Triton; Potency, µM (titrated, usually from 57.1 µM), without a hit: at the top dose activity change, negative = inhibition, usual class: inhibitors; 0.52% of 330,000 active; AID 485341;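 further: potency means the concentration at half of the fitted maximal effect; plate controls were no compound for no effect and no enzyme for full effect; nearly all actives have a fitted effect of over 20% in size; some results filed as inactive show a strong effect at the top dose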
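AmpC (5.3 nM in the dispensed reagent) in 20 mM phosphate pH 7.0 with 0.01% (detergent screen) or 0.0001% Triton X-100 was preincubated with compounds for 15 min at room temperature. Nitrocefin was then added from an 800 uM solution, and hydrolysis was followed at 480 nm.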
HCMV inh – inhibitors of human cytomegalovirus; HFF cells, HCMV-luciferase reporter, 72 h; hits give low values; activity change, negative = inhibition, % at 57.5 µM; 4.5% of 410,000 active; in the data active means activity change below about -60%; inconclusive means no clear call, values can overlap the other calls; inactive means above about -39%
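Two-dose cell screen: HFF monolayers treated with compounds and infected with luciferase-expressing HCMV at 1 PFU/cell, 72 h at 37C, then lysed for luciferase measurement.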
Tb PYK inh – inhibitors of Trypanosoma brucei pyruvate kinase. Q57TT1. TbPYK enzyme, Kinase-Glo Plus ATP luminescence, 45 min. Potency, µM (series often up to 76.8 µM), without a hit: top-dose activity, negative = inhibition, usual class: inhibitors. 0.12% of 410,000 active. AID 624173; further: potency means the concentration at half of the fitted maximal effect; nearly all actives have a fitted effect of over 50% in size
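In this concentration-response screen, enzyme-free wells defined baseline while DMSO plates tracked drift. Each reaction combined TbPYK, substrate, compound and 130 uM ADP for 45 min at room temperature. Kinase-Glo Plus luminescence gave the signal.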
AMA1 RON2 block – AMA1-RON2 (P. falciparum) interaction inhibition; AID 720542; Potency, µM (series often up to 58.2 µM), inactives show at the highest dose activity change, negative = inhibition, most hits filed as inhibitors; 0.2% of 360,000 active; AlphaScreen AMA1-biotinylated RON2 peptide binding;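 further: potency means the concentration at half of the fitted maximal effect; 0% = vehicle wells and -100% = peptide control; nearly all actives have a fitted effect of over 45% in size; some results filed as inactive show a strong effect at the top dose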
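AMA1 (3D7) with his tag at 25 nM final met compounds first, then biotinylated RON2 peptide at 25 nM; detection used donor plus acceptor beads, 10 µg/mL apiece, read by AlphaScreen after 30 min at room temperature.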
The depositor's hits bear a star; [ ] = another dose, or the depositor's remark. Unless noted, the call rests on the fitted dose curve; in most records, active means well fitted curve in the direction sought with a large enough effect; inconclusive means small, poorly fitted or top-dose-only effect, or another doubt; inactive means no such curve, though single readings can be large; an effect the other way counts as inactive or inconclusive. Unless noted, on the % scale 0 is the no-effect control and ±100 the full control effect.

The opening five compounds, to show the layout:
Screening Cc1ccccc1CSc1ncnc2ccccc12 returned AmpC inh detg 3%, HCV inh inconclusive, LmPK inhibitor 1%[11.5 µM], AmpC inh no detg -8%, HCMV inh -5, Tb PYK inh 4% and AMA1 RON2 block 13%.
`O=C(c1c[nH]c(C(=O)N2CCN(Cc3ccccc3)CC2)c1)C1CCCCC1` gave AmpC inh detg inconclusive, HCV inh -14%, LmPK inhibitor 2%, AmpC inh no detg 55%, HCMV inh -28, Tb PYK inh -3% and AMA1 RON2 block -7%.
For O=C(O)c1ccc2nc(-c3ccccc3)sc2c1 the results were AmpC inh detg -10%, HCV inh 0%, LmPK inhibitor inconclusive, AmpC inh no detg -3%, HCMV inh inconclusive, Tb PYK inh -23% and AMA1 RON2 block -8%.
O=C(Nc1ccc2c(c1)OCCO2)NC1(C(F)(F)F)Oc2ccccc2O1 was read as AmpC inh detg inconclusive, HCV inh -23%, LmPK inhibitor inconclusive, AmpC inh no detg -42%, HCMV inh inconclusive, Tb PYK inh -7% and AMA1 RON2 block -4%.
For Cc1ccc(CNCCNCCO)s1 the results were AmpC inh detg inconclusive, HCV inh 19%, LmPK inhibitor -3%, AmpC inh no detg -26%, HCMV inh -3, Tb PYK inh -19% and AMA1 RON2 block 92%[activator].

The list itself, from the first entry:
Screening Cc1ccccc1CSc1ncnc2ccccc12 returned AmpC inh detg 3%, HCV inh inconclusive, LmPK inhibitor 1%[11.5 µM], AmpC inh no detg -8%, HCMV inh -5, Tb PYK inh 4% and AMA1 RON2 block 13%.
`O=C(c1c[nH]c(C(=O)N2CCN(Cc3ccccc3)CC2)c1)C1CCCCC1` gave AmpC inh detg inconclusive, HCV inh -14%, LmPK inhibitor 2%, AmpC inh no detg 55%, HCMV inh -28, Tb PYK inh -3% and AMA1 RON2 block -7%.
For O=C(O)c1ccc2nc(-c3ccccc3)sc2c1 the results were AmpC inh detg -10%, HCV inh 0%, LmPK inhibitor inconclusive, AmpC inh no detg -3%, HCMV inh inconclusive, Tb PYK inh -23% and AMA1 RON2 block -8%.
O=C(Nc1ccc2c(c1)OCCO2)NC1(C(F)(F)F)Oc2ccccc2O1 was read as AmpC inh detg inconclusive, HCV inh -23%, LmPK inhibitor inconclusive, AmpC inh no detg -42%, HCMV inh inconclusive, Tb PYK inh -7% and AMA1 RON2 block -4%.
For Cc1ccc(CNCCNCCO)s1 the results were AmpC inh detg inconclusive, HCV inh 19%, LmPK inhibitor -3%, AmpC inh no detg -26%, HCMV inh -3, Tb PYK inh -19% and AMA1 RON2 block 92%[activator].
O=C(NCCCN1CCOCC1)c1cnn2c(-c3ccccc3)cc(-c3ccccc3)nc12 was read as AmpC inh detg inconclusive, HCV inh inconclusive, LmPK inhibitor 5%, AmpC inh no detg 16%, HCMV inh -32, Tb PYK inh 8% and AMA1 RON2 block 0%.
Screening O=C(NC1CCCc2ccccc21)N[C@@H](Cc1ccccc1)C(=O)O (stereo partly drawn) returned AmpC inh detg 2%, HCV inh 4%, LmPK inhibitor -1%, AmpC inh no detg -4%, HCMV inh 3, Tb PYK inh 1% and AMA1 RON2 block 17%.
`Cn1c(=O)oc2cc(S(=O)(=O)N3CCCC(C(=O)Nc4ccc(Br)cc4F)C3)ccc21` (stereo not drawn) gave AmpC inh detg 1%, HCMV inh -18 and Tb PYK inh 5%.
`CCCN1CCC(=O)N(CCN=[N+]=[N-])CC1` gave AmpC inh detg inconclusive, HCV inh 40%[activator], LmPK inhibitor -1%, AmpC inh no detg -9%, HCMV inh 114, Tb PYK inh 1% and AMA1 RON2 block 13%.
`COc1ccc(CCC(=O)NCCc2csc(-c3cccc(F)c3)n2)cc1` gave AmpC inh detg 0%, HCMV inh 17 and Tb PYK inh 3%.
Screening COc1cc(CN2C[C@@H](CO)O[C@@H](n3cnc4c(NCc5ccco5)ncnc43)C2)cc(OC)c1OC returned HCMV inh 8, Tb PYK inh -2% and AMA1 RON2 block -1%.
Oc1cccc(Nc2cc(-c3ccccc3)ncn2)c1 was read as AmpC inh detg 11%, HCMV inh 6 and Tb PYK inh 4%.
Screening CN1CC(c2ccccc2)C2(COc3ccccc3C2=O)C12C(=O)Nc1ccccc12 (stereo not drawn) returned AmpC inh detg 0%, HCV inh -5%, LmPK inhibitor -2%, AmpC inh no detg -21%, HCMV inh -15, Tb PYK inh 2% and AMA1 RON2 block -3%.
O=C(Cc1ccc(Cl)cc1)Nc1ccc(-c2cc3ccccc3oc2=O)c(Cl)c1 was read as AmpC inh detg -18%, HCV inh inconclusive, LmPK inhibitor -4%, AmpC inh no detg inconclusive, HCMV inh -37, Tb PYK inh -3% and AMA1 RON2 block -2%.
`O=[N+]([O-])c1ccc(NN=C(C2CC2)C2CC2)c([N+](=O)[O-])c1` gave HCMV inh -32, Tb PYK inh -8% and AMA1 RON2 block -13%.
`CN1C2=CC=CC=CC2=[N+](C)C12C([N+](=O)[O-])=CC(=[N+]([O-])[O-])C=C2[N+](=O)[O-]` (stereo not drawn) gave AmpC inh detg -1%, HCV inh -71%, LmPK inhibitor -12%, AmpC inh no detg -12%, HCMV inh 12, Tb PYK inh -5% and AMA1 RON2 block -14%.
`Cc1ccc(S(=O)(=O)N2C[C@@H]3CCCC[C@@H]3[C@@H](C)[C@H]2c2cn(Cc3ccccc3)c3ncccc23)cc1` gave HCV inh inconclusive, AmpC inh no detg -18%, HCMV inh -86*, Tb PYK inh 2% and AMA1 RON2 block -13%.
`Fc1ccc(Cn2c(-c3cscn3)nc3ccccc32)c(Cl)c1` gave AmpC inh detg -15%, HCV inh 17%, LmPK inhibitor 1%, AmpC inh no detg -36%, HCMV inh inconclusive, Tb PYK inh 3% and AMA1 RON2 block 0%.
Screening O=C1/C(=C/c2ccccc2F)SC(=S)N1CC(=O)N1CCCCC1c1cccnc1 (stereo not drawn) returned AmpC inh detg 3%, HCV inh inconclusive, LmPK inhibitor -8%, AmpC inh no detg 41%, HCMV inh -76*, Tb PYK inh 5% and AMA1 RON2 block -9%.
`COc1ccc(OC)c(N(CC(N)=O)S(=O)(=O)c2ccc(OC)c(OC)c2)c1` gave AmpC inh detg inconclusive, HCV inh 14%, LmPK inhibitor 8%, AmpC inh no detg -11%, HCMV inh 9, Tb PYK inh 0% and AMA1 RON2 block -5%.
For CCCCCNC(=O)Cc1ccc(S(=O)(=O)N2CCOCC2)s1 the results were AmpC inh detg 0%, HCV inh 4%, AmpC inh no detg -4%, HCMV inh -11, Tb PYK inh 2% and AMA1 RON2 block 15%.
For COCCCNC(=O)C1CCCCN1S(=O)(=O)c1ccc(F)cc1 (stereo not drawn) the results were AmpC inh detg 0%, HCV inh 13%, LmPK inhibitor 0%, AmpC inh no detg 0%, HCMV inh 21, Tb PYK inh -8% and AMA1 RON2 block 5%.
`CC1=CCC(C(=O)O)(C(=O)N/N=C/c2cccs2)C(c2ccc([N+](=O)[O-])cc2)C1` (stereo not drawn) gave AmpC inh detg -8%, HCV inh 14%, LmPK inhibitor 0%, AmpC inh no detg -32%, HCMV inh -39, Tb PYK inh 0% and AMA1 RON2 block 42%[activator].
`CC(=O)c1cc(C)ccc1OC(=O)c1ccncc1` gave AmpC inh detg inconclusive, HCV inh 7%, LmPK inhibitor 0%, AmpC inh no detg -43%, HCMV inh 41, Tb PYK inh -3% and AMA1 RON2 block 0%.
`CC1CCc2sc(C(=O)NCc3ccccn3)cc2C1` (stereo not drawn) gave AmpC inh detg -3%, HCV inh 6%, AmpC inh no detg -17%, HCMV inh 40, Tb PYK inh 2% and AMA1 RON2 block 67%[activator].
`Cc1ccc(-c2c3c(nc4sc(C(N)=O)c(N)c24)CCCC3)o1` gave AmpC inh detg -2%, HCV inh -15%, LmPK inhibitor 2%, AmpC inh no detg 7%, HCMV inh -24, Tb PYK inh inconclusive and AMA1 RON2 block 6%.
Screening O=C(NCCC1CCCCN1S(=O)(=O)c1ccccc1)C(=O)NCc1ccccn1 (stereo not drawn) returned AmpC inh detg -1%, HCV inh 8%, AmpC inh no detg 8%, HCMV inh 3, Tb PYK inh 5% and AMA1 RON2 block 70%[activator].
For Cc1ccc(/C=C2/C(=O)NC(=O)N(CCc3ccc(F)cc3)C2=O)s1 the results were AmpC inh detg -4%, HCV inh 7%, LmPK inhibitor 6%, AmpC inh no detg -1%[2.29 µM], HCMV inh 8, Tb PYK inh -15% and AMA1 RON2 block -13%.
For O=C(NNC(=O)C1CCN(c2ncccn2)CC1)c1ccccc1 the results were AmpC inh detg -4%, HCV inh 10%, LmPK inhibitor 1%, AmpC inh no detg -1%, HCMV inh -15, Tb PYK inh -4% and AMA1 RON2 block 1%.
`Cc1nn(-c2ccccc2)c(C)c1NC(=O)COc1ccc(C#N)cc1` gave AmpC inh detg -13%, HCV inh 5%, LmPK inhibitor 3%, AmpC inh no detg 0%, HCMV inh -19, Tb PYK inh 5% and AMA1 RON2 block 0%.
Screening NC(=O)CSc1nnc(NC(=O)C2CC(=O)N(c3ccc(F)cc3)C2)s1 (stereo not drawn) returned AmpC inh detg -8%, LmPK inhibitor 4%, AmpC inh no detg -33%, HCMV inh -9, Tb PYK inh -25% and AMA1 RON2 block 6%.
Cc1cc(C)nc(NNC(=O)NC2CCCCC2)n1 was read as AmpC inh detg 5%, HCV inh 10%, LmPK inhibitor 1%, AmpC inh no detg -13%, HCMV inh 17, Tb PYK inh 2% and AMA1 RON2 block 3%.
`CC1CC(C)CN(S(=O)(=O)c2ccc(C(=O)N(C)Cc3ccccc3)cc2)C1` (stereo not drawn) gave HCV inh inconclusive, AmpC inh no detg 40%, HCMV inh -65*, Tb PYK inh -2% and AMA1 RON2 block -3%.
`O=C(CCNC(=O)c1ccc(Cl)cc1)NCCC1=CCCCC1` gave AmpC inh detg -18%, HCV inh 5%, AmpC inh no detg -2%, HCMV inh -22, Tb PYK inh 0% and AMA1 RON2 block -12%.
For O=C(OCC1OC(n2cnc3c(N(C(=O)c4ccccc4)C(=O)c4ccccc4)ncnc32)C(O)C1F)c1ccccc1 (stereo not drawn) the results were AmpC inh detg inconclusive, HCV inh 5%, LmPK inhibitor 6%, AmpC inh no detg 23%, HCMV inh 5, Tb PYK inh 0% and AMA1 RON2 block 22%.

Outcome played no part in choosing rows (roughly 7.5% active in at least one column).
